High-throughput results (PubChem BioAssay)
aGlu spleen mod – qHTS Assay for Inhibitors and Activators of Human alpha-Glucosidase From Spleen Homogenate | Potency, µM (doses to about 79.9 µM), for the others: top-dose activity change, negative = inhibition, actives largely listed as inhibitors | Lysosomal alpha-glucosidase (Homo sapiens), P10253 | human spleen homogenate, 4-MU-alpha-glucoside fluorescence | actives 0.006% (n = 240,000);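 also: 0% = enzyme with vehicle and -100% = no enzyme basal signal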
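Enzyme source: human spleen homogenate, 1 ug/well. Buffer 50 mM citric acid/K phosphate pH 5.0, 0.01% Tween-20. 4-MU-alpha-glucoside 1 mM; 37 C x 40 min; NaOH/glycine stop; fluorescence.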
GLA spleen mod – qHTS Assay for Inhibitors and Activators of Human alpha-Galactosidase From Spleen Homogenate; Alpha-galactosidase A (Homo sapiens), P06280; human spleen homogenate, 4MU-alpha-Gal fluorescence, 40 min; Potency, µM (doses to about 80 µM), inactives show at the top dose activity change, negative = inhibition, actives largely listed as inhibitors; actives 0.008% (n = 240,000); AID 2107, 2009;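 also: 0% = enzyme with vehicle and -100% = no enzyme basal signal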
Target sequence (P06280 32-429 limits assumed): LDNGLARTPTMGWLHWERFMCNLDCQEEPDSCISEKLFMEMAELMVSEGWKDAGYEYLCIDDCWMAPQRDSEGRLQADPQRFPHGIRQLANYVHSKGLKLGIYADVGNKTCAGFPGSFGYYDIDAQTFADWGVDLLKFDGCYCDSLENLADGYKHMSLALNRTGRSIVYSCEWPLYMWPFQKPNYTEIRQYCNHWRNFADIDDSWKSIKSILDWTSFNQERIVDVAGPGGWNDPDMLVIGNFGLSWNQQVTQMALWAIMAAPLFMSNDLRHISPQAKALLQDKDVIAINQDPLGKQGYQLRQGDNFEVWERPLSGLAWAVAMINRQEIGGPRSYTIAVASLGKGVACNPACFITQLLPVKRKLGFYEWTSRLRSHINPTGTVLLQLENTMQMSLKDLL
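Fluorogenic readout (Ex 365/Em 440 nm) of 4-methylumbelliferone released from 1 mM 4-MU-alpha-galactoside by spleen homogenate, 40 min at 37C, pH 5.0. Data normalized to no-enzyme and enzyme controls; Hill-equation AC50 from compound titrations.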
Tau ThT inhib – qHTS for Inhibitors of Tau Fibril Formation, Thioflavin T Binding; Microtubule-associated protein tau (Homo sapiens), P10636; recombinant tau K18 P301L, heparin-induced fibrillization, ThT fluorescence; Potency, µM (top dose mostly 57.4 µM), inactives show at the top dose activity, negative = inhibition, hits mostly inhibitors; actives 2.1% (n = 270,000); AID 1460, 2008; also: % is scaled to controls: 0 for no effect and ±100 for the full control effect; nearly all actives have a fitted effect of over 55% in size
Target sequence (P10636 561-689 P618L limits assumed): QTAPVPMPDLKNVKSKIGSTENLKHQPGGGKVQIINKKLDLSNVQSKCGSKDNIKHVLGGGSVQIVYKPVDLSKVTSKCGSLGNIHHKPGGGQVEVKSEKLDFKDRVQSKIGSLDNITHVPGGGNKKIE
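Tau K18 P301L fragment (15 uM unlabeled plus 0.24 uM Alexa 594-labeled) in 100 mM sodium acetate pH 7 with compound, fibrillization induced by 20 uM heparin for 6 hr at 37 C. Thioflavin T (30 uM) added, fluorescence read after 1 hr (ex 450, em 510 nm).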
HTT ATP protect – qHTS Multiplex Assay to Identify Dual Action Probes in a Cell Model of Huntington: Cytoprotection (ATP); AID 1471, 2008; Potency, µM (titrated, usually from 56.4 µM), for inactives: cytoprotection (ATP increase), usual class: activators; PC12 HTT-Q103 induced, cytoprotection, ATP luminescence, 40 h; actives 0.14% (n = 230,000);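 also: % of control where 0% means no effect; nearly all actives have a fitted effect of over 45% in size; toxic huntingtin expression switched on by the ecdysone agonist tebufenozide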
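Readout: ATPlite luminescence (ATP level). Model: stable PC12, inducible Htt exon1 Q103-GFP. Inducer: tebufenozide, 100 nM final. Compounds: dose series. No G418 in medium.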
Tau fluor cs – Counterscreen qHTS for Inhibitors of Tau Fibril Formation, Fluorescence Polarization; actives 0.93% (n = 280,000); Potency, µM (highest dose often 57.7 µM), for the others: top-dose activity change, negative = decrease; tau K18 P301L Alexa594 fluorescence, heparin fibrillization; also: % is scaled to controls: 0 for no effect and ±100 for the full control effect; nearly all actives have a fitted effect of over 55% in size
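Human tau K18 P301L (15 uM unlabeled, 0.24 uM Alexa 594-labeled) in 100 mM sodium acetate pH 7 with 20 uM heparin, 6 hr at 37 C. ThT 30 uM added, 1 hr ambient; Alexa 594 FP and total fluorescence read at 555/632 nm.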
GAA glycogen – qHTS Assay for Inhibitors and Activators of Human alpha-Glucosidase Cleavage of Glycogen; recombinant GAA, glycogen substrate, Amplex Red glucose oxidase fluorescence; Potency, µM (top dose mostly 76.4 µM), for inactives: top-dose activity change, negative = inhibition, usual class: inhibitors; actives 0.38% (n = 300,000); AID 2100, 2009;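 also: 0% = full enzyme reaction and -100% = no-enzyme basal signal; the screen sought inhibitors and activators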
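Recombinant human enzyme (4 nM); glycogen substrate; 37 C, 40 min, pH 5.0. Readout: coupled glucose oxidase/Amplex Red fluorescence.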
Tau FP inhib – qHTS for Inhibitors of Tau Fibril Formation, Fluorescence Polarization | Microtubule-associated protein tau (Homo sapiens), P10636 | actives 0.39% (n = 280,000) | Potency, µM (highest dose often 57.7 µM), without a hit: at the top dose activity, negative = inhibition, hits mostly inhibitors | K18 P301L tau heparin fibrillization, Alexa594 FP, 6 h; also: % is scaled to controls: 0 for no effect and ±100 for the full control effect; nearly all actives have a fitted effect of over 55% in size
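Read-out: fluorescence polarization of Alexa 594-labeled tau (0.24 uM), 555 nm excitation, 632 nm emission. Mixtures held 15 uM unlabeled K18 P301L, compound and 20 uM heparin, pH 7 acetate buffer, incubated 6 hr at 37 C.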
GAA inhib – qHTS Assay for Inhibitors of Human alpha-Glucosidase as a Potential Chaperone Treatment of Pompe Disease; actives 0.005% (n = 200,000); Potency, µM (highest dose often 76.9 µM), inactives show at the top dose activity change, negative = inhibition, most hits filed as inhibitors; AID 1466, 2008; purified human GAA, 4-MU-alpha-glucoside fluorescence; Lysosomal alpha-glucosidase (Homo sapiens), P10253;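 also: plate controls were uninhibited enzyme wells for no effect and no-enzyme background for full effect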
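AC50 values come from Hill fits of compound titrations (up to 77 uM) against 4 nM human enzyme. Substrate 4-methylumbelliferyl-alpha-D-pyranoside at 400 uM, pH 5.0 citrate buffer, 20 min room temperature; fluorescence Ex 365/Em 440 after alkaline stop.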
The depositor's hits bear a star; ? = inconclusive; nt = no result given; [ ] = dose if it differs, or a comment. Calls follow the shape of the dose curve; as a rule, active = well fitted curve in the direction sought with a large enough effect; inconclusive = small, poorly fitted or top-dose-only effect, or another doubt; inactive = no such curve, though single readings can be large; an effect the other way counts as inactive or inconclusive. Potency is read from the fitted curve at half-maximal effect.

Values run as follows: aGlu spleen mod, GLA spleen mod, Tau ThT inhib, HTT ATP protect, Tau fluor cs, GAA glycogen, Tau FP inhib, GAA inhib
1	Cc1cc(C)cc(Oc2cc(NC(=O)c3cn(C)nc3C)cc([N+](=O)[O-])c2)c1
    6%, 7%, 5%, -43%[inhibitor], 2.5µM*[quencher], 10%, ?, -5%
2	COc1ccc(OCC(O)CNC(=O)c2cccs2)cc1 (stereo unspecified)
    -5%, 0%, -6%, -8%[10 µM], -7%, 3%, -6%, nt
3	O=C(Cn1cc2c(n1)CCCCC2)Nc1c(F)cc(F)cc1Br
    -3%, 5%, nt, -3%[10 µM], 8%, -3%, 10%, nt
4	Cc1ccc(S(=O)(=O)N2CCCC2CO)cc1 (stereo unspecified)
    1%, 8%, -6%, 1%, -1%, -8%, -3%, -12%
5	CCCn1c(C)nc2c(NCCN(C)C)nc(C)nc21
    9%, 17%, -5%, 11%, -6%, nt, -10%, nt
6	Cc1ccc(S(=O)(=O)NCC(=O)NCc2ccncc2)cc1
    -5%, 2%, 3%, 14%[10 µM], 9%, 1%, 10%, 1%
7	Cc1nc2nc(CNC(=O)c3cccc(F)c3)nn2c(C)c1CCC(=O)Nc1cccc(Cl)c1
    nt, nt, 1%, nt, -25%, -1%[76.3 µM], 1%, nt
8	S=C(NC1CCCCC1)N(CCc1nc2ccccc2[nH]1)C1CCCC1
    -1%, 5%, -10%, -2%[10 µM], -21%, -4%, -8%, -4%
9	CCOC(=O)CNc1c(-c2ccc(OC)cc2)nc2ccc(Cl)cn12
    -2%, 1%, ?, 12%[10 µM], ?, ?, ?, 2%
10	O=C(NCCN1CCCC1)C1CCN(S(=O)(=O)N2CCC3(CC2)OCCO3)CC1
    3%, 1%, -13%, -2%, 1%, -1%, 3%, -14%
11	CCn1ncc(C2=NOC(C(=O)NCc3ccc(OC)cc3)C2)c1C (stereo unspecified)
    -3%, -8%, -7%, -74%[inhibitor], -6%, 7%, -4%, -9%
12	CC(C)C(=O)Nc1ccc(C(=O)NN2C(=O)c3ccccc3C2=O)cc1
    -4%, -1%, 0%, 36%[10 µM], 5%, 5%, 1%, -2%
13	CCOC(=O)Nc1nnc(-c2ccccc2OC)s1
    -3%, 0%, -3%, 6%[10 µM], 1%, 1%, -1%, 0%
14	Cc1cc(=O)n2c(C(=O)Nc3ccc(F)c(Cl)c3)c(C(=O)Nc3cccc(C)c3C)sc2n1
    nt, nt, -4%, nt, -17%, -1%[76.3 µM], -5%, nt
15	COc1ccc(CC(=O)OCC(=O)NC(=O)NC2CCCCC2)cc1
    -11%, 13%, -5%, -10%, -10%, -5%, 0%, 3%
16	CCOC(=O)c1ccc(NS(=O)(=O)c2cc(-c3nnnn3C(C)C)ccc2OC)cc1
    8%, 17%, -15%, -17%[0.074 µM], -20%, -8%, -1%, -2%
17	CC(C)c1onc(C(=O)NCc2ccc(Cl)cc2)c1[N+](=O)[O-]
    -3%, -1%, -9%, 41%[10 µM], -11%, 13%, 0%, -3%
18	Cn1c(C(=O)N2CCCC2)cc2c(=O)n(C)c3ccccc3c21
    1%, -6%, -16%, -25%, -9%, 8%, 5%, 0%
19	O=C(Nc1ccc(F)cc1)C1CC(=O)n2cnnc2N1 (stereo unspecified)
    -4%, 3%, 1%, nt, 8%, -9%, 0%, -1%
20	COC(=O)CCC(=O)c1oc2ccc(Br)cc2c1N
    -2%, 4%, -8%, 0%[0.074 µM], -12%, 4%, 2%, -2%
21	COc1cc(/C=N\NC(=O)CN2CCOCC2)ccc1OCC(=O)Nc1ccc(C)c(C)c1
    -2%, -15%, ?, -28%, -11%, -1%, -8%, 4%
22	O=C(CCN1C(=O)C2C3C=CC(C3)C2C1=O)Nc1ccccc1F (stereo unspecified)
    3%, -3%, 3%, -21%[10 µM], 4%, 1%, 3%, -1%
23	COc1ccc(N(C(C)C(=O)N2CCC(Cc3ccccc3)CC2)S(C)(=O)=O)cc1 (stereo unspecified)
    9%, 5%, -9%, nt, -6%, -12%, 4%, 5%
24	CCOC(=O)c1c(NC(=S)Nc2cc([N+](=O)[O-])ccc2OC)sc2c1CCCCC2
    -1%, -8%, ?, 1%[10 µM], ?, -20%, 5%, 5%
25	Cc1cc(C)cc(N2CCn3c2nc2c3c(=O)n(CCc3ccccc3)c(=O)n2C)c1
    nt, nt, -4%, nt, -3%, -5%[76.3 µM], 2%, nt
26	COc1cc(/C=C/C(=O)Nc2ccc(C(C)=O)cc2)cc(OC)c1OC
    2%, 1%, ?, 3%[10 µM], -26%, -11%, -10%, ?
27	CC(C)c1cc(C(=O)Nc2cccnc2)no1
    5%, 5%, -4%, -10%, -4%, -3%, -3%, -5%
28	Cn1c(=O)n(Cc2ccccc2)c2ccccc21
    -5%, -8%, -4%, 10%, -4%, 2%, 2%, -3%
29	N#CC1=C(N)Nc2nc3ccccc3n2C1c1ccc(Cl)cc1 (stereo unspecified)
    -3%, 5%, 1%, -10%[10 µM], 7%, -5%, -6%, -1%
30	Cc1ccc(N(Cc2cc3ccccc3[nH]c2=O)C(=O)c2cccs2)cc1C
    -1%, -6%, -6%, 1%[10 µM], -5%, -9%, -4%, nt
31	CCOC(=O)c1[nH]c2ccccc2c1NC(=O)c1cc(OCC)c(OCC)c(OCC)c1
    nt, nt, -12%, nt, ?, -8%[76.3 µM], 10%, nt
32	COc1ccc(C2/C=C\CN(C(=O)c3ccccc3)[C@H](Cc3ccccc3)C(=O)N2Cc2ccc(F)cc2)cc1 (stereo partly specified)
    -8%, 2%, 16%, -18%[10 µM], 24%, -6%, 4%, nt
33	COc1ccccc1OCC(=O)Nc1cc(S(=O)(=O)N2CCCCC2)ccc1N1CCCCC1
    0%, 2%, -5%, -4%[10 µM], -12%, -4%, -4%, 1%
34	COc1ccc(CN(C2CCCC2)S(=O)(=O)c2ccc(-n3cnnn3)cc2)cc1
    -8%, -1%, -10%, 14%[10 µM], ?, -2%, 8%, -3%
35	Cn1c(=O)c2c(nc(SCc3nn[nH]n3)n2Cc2ccccc2F)n(C)c1=O
    0%, 7%, 4%, -1%[0.074 µM], 2%, nt, -1%, 7%
36	CCCCN(CC)CCNS(=O)(=O)c1ccc2c(c1)oc(=O)n2C
    -4%, -9%, -3%, -7%, -2%, 0%, 7%, 8%
37	COc1ccc(OC)c(C2C=C(C34CC5CC(CC(C5)C3)C4)NC(=S)N2)c1 (stereo unspecified)
    -1%, -13%, -1%, 27%[10 µM], -10%, -8%, 3%, -11%
38	O=C(NCCCn1ccnc1)C(=O)NC1CCCCC1
    -3%, -5%, 9%, nt, 8%, 20%, 5%, ?
39	COc1ccc(CCCc2nnc(SCC(=O)Nc3ccc(Cl)cc3)o2)cc1
    nt, nt, -15%, nt, -18%, 13%[76.3 µM], ?, nt
40	CCCN(CC1CC1)C(=O)COC(=O)c1ccc(CNS(=O)(=O)c2ccc(F)c(Cl)c2)cc1
    1%, -7%, -15%, 2%[10 µM], -16%, -6%, -6%, -14%
41	Cc1nnc(SCC(=O)Nc2nc3ccccc3s2)n(N)c1=O
    -9%, 1%, -11%, -4%[10 µM], -3%, 0%, 2%, -9%
42	CN(C(=O)COC(=O)c1n[nH]c2ccccc12)C1CCS(=O)(=O)C1 (stereo unspecified)
    -6%, -14%, -1%, -2%[1.9 µM], 2%, 2%, 4%, -3%
43	Cc1cnccc1NC(=O)c1cccs1
    -4%, -1%, 2%, 2%, 11%, -12%, 8%, -24%
44	CC1(C)Cc2[nH]c(=O)c(C#N)cc2CS1
    5%, -1%, -10%, -6%, -3%, 19%, 0%, -8%
45	CCN1CCN(S(=O)(=O)c2ccc3[nH]c(=O)oc3c2)CC1
    0%, 0%, -9%, -23%, -4%, 7%, 7%, -7%

A draw from above in order of SMILES length, largest number first.
Values run as follows: aGlu spleen mod, GLA spleen mod, Tau ThT inhib, HTT ATP protect, Tau fluor cs, GAA glycogen, Tau FP inhib, GAA inhib
40	CCCN(CC1CC1)C(=O)COC(=O)c1ccc(CNS(=O)(=O)c2ccc(F)c(Cl)c2)cc1
    1%, -7%, -15%, 2%[10 µM], -16%, -6%, -6%, -14%
37	COc1ccc(OC)c(C2C=C(C34CC5CC(CC(C5)C3)C4)NC(=S)N2)c1 (stereo unspecified)
    -1%, -13%, -1%, 27%[10 µM], -10%, -8%, 3%, -11%
34	COc1ccc(CN(C2CCCC2)S(=O)(=O)c2ccc(-n3cnnn3)cc2)cc1
    -8%, -1%, -10%, 14%[10 µM], ?, -2%, 8%, -3%
35	Cn1c(=O)c2c(nc(SCc3nn[nH]n3)n2Cc2ccccc2F)n(C)c1=O
    0%, 7%, 4%, -1%[0.074 µM], 2%, nt, -1%, 7%
42	CN(C(=O)COC(=O)c1n[nH]c2ccccc12)C1CCS(=O)(=O)C1 (stereo unspecified)
    -6%, -14%, -1%, -2%[1.9 µM], 2%, 2%, 4%, -3%
39	COc1ccc(CCCc2nnc(SCC(=O)Nc3ccc(Cl)cc3)o2)cc1
    nt, nt, -15%, nt, -18%, 13%[76.3 µM], ?, nt
36	CCCCN(CC)CCNS(=O)(=O)c1ccc2c(c1)oc(=O)n2C
    -4%, -9%, -3%, -7%, -2%, 0%, 7%, 8%
41	Cc1nnc(SCC(=O)Nc2nc3ccccc3s2)n(N)c1=O
    -9%, 1%, -11%, -4%[10 µM], -3%, 0%, 2%, -9%
44	CC1(C)Cc2[nH]c(=O)c(C#N)cc2CS1
    5%, -1%, -10%, -6%, -3%, 19%, 0%, -8%
